CHO parental Ca = counter-screen for OX1R antagonists: effect in parental CHO cells. inhibition, % at 5.6 µM. 330,000 tested, 0.63% active. parental CHO-K1, ATP-induced calcium, Fluo-8 fluorescence. AID 463079;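 active = inhibition above that plate's mean sample inhibition plus 3 SD, cut at about 26% in these data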;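 note: 0% = ATP-challenged DMSO wells and 100% = DMSO wells without ATP; some compounds past the cut are filed as inactive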
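Material: parental CHO cells / Compound: single nominal dose of 5.6 µM per compound / Signal: Fluo-8 fluorescence / Replicates: singlicate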
CHRM1 antagonist = human CHRM1 antagonism; P11229; CHO-K1 hM1, Fluo-8 calcium fluorescence, ACh EC80 antagonist; inhibition, % at 3 µM; 360,000 tested, 1.3% active; AID 588852;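 active = percent inhibition above its own plate's cutoff, namely the mean of that plate's compound wells plus 3 SD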;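 note: peak over basal fluorescence ratio during 140 s after agonist addition; 0% = ACh EC80 plus DMSO and 100% = DMSO alone without agonist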
M1 PAM = human CHRM1 positive allosteric modulation | P11229 | CHO-K1 hM1, Fluo-8 calcium fluorescence, ACh EC20; 0% = ACh EC20, 100% = maximal ACh | activation, % at 3 µM | 360,000 tested, 0.088% active; in the data active = activation above about 19%, passing the limit was not always enough
CHO-K1 Ca ag = M1 agonist counterscreen hit in parental CHO-K1 cells; Fluo-8 calcium fluorescence; scaled to maximal ATP response, vehicle zero; 360,000 tested, 0.48% active; activation, % at 3 µM; AID 602248; in the data active = activation above about 15%;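 note: untransfected CHO-K1 host cells lacking M1 receptor as counterscreen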
M1 ag = human M1 muscarinic receptor agonism. P11229. CHO-K1 hM1, Fluo-8 calcium fluorescence, agonist mode; 0% DMSO, 100% acetylcholine EC100. activation, % at 3 µM. 360,000 tested, 0.33% active. AID 588814;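 active = activation above the run's mean compound activation plus 3 SD, cut at about 16% in these data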;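 note: peak over basal fluorescence ratio within a 140 s kinetic read after compound addition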
CHO-K1 Ca antag = counter-screen for M1 antagonists: effect in parental CHO-K1 cells; inhibition, % at 3 µM; AID 602250; ATP-induced calcium, Fluo-8 fluorescence; 360,000 tested, 0.6% active;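 active = inhibition above a per-plate cutoff, the plate's mean sample inhibition plus 3 SD, cut at about 24% in these data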;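 note: 0% = DMSO plus EC80 ATP and 100% = DMSO alone without ATP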
OXTR potentiator = potentiates the human oxytocin receptor response | 320,000 tested, 0.061% active | activation, % at 3 µM | CHO-OTR cells, Fluo-8 calcium fluorescence, potentiator mode; 0% = oxytocin EC15, 100% = EC100;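 active = activation above that plate's cutoff, the mean activation of tested compounds plus 3 SD, cut at about 6.6% in these data, passing the limit was not always enough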;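 note: 100% uses oxytocin at 75 nM as the full agonist control; some results filed as inactive read as strong as hits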
Target sequence (P30559 whole entry, looked up): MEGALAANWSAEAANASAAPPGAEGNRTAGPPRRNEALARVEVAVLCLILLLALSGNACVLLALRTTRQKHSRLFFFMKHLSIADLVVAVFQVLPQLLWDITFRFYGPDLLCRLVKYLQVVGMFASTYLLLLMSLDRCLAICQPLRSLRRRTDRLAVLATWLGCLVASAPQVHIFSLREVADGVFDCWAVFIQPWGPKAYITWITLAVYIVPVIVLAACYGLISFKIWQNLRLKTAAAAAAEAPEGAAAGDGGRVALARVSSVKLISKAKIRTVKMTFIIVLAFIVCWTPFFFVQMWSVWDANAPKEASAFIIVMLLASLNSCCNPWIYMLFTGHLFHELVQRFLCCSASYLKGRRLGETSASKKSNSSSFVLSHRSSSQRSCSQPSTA
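assay system = CHO-OTR cells, human receptor | schedule = compound 6 min at room temperature before oxytocin, 100 s read | detection = Fluo-8 intracellular calcium fluorescence, ex 470-495, em 515-575 nm | evaluation = normalized max/min fluorescence ratio, % activation | control set = EC15 oxytocin alone as 0%, 75 nM oxytocin (EC100) as 100%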
CHRM4 antagonist = CHRM4 antagonism in calcium assay; P08173; CHO-hM4 cells, ACh EC80, Fluo-8 calcium fluorescence; inhibition, % at 3 µM; 360,000 tested, 0.73% active;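 active = inhibition above its plate's cutoff, the mean inhibition of sample wells plus 3 SD, cut at about 27% in these data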;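 note: 0% = acetylcholine EC80 with DMSO and 100% = DMSO without agonist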
Target sequence (P08173 whole entry, looked up): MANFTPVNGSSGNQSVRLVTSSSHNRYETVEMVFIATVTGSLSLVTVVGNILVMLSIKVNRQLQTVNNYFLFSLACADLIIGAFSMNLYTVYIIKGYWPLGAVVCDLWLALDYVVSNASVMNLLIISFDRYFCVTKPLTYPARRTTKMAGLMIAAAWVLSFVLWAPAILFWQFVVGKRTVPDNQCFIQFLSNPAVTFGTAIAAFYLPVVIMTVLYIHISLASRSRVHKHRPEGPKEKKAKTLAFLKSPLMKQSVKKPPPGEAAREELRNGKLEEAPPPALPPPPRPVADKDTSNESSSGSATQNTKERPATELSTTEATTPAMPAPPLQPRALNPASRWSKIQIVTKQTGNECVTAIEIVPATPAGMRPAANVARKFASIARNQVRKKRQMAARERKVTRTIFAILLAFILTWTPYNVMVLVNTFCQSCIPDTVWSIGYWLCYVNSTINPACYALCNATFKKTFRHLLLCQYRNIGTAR
CHRM4 agonist = agonists of human muscarinic M4 receptor (CHRM4); CHO-K1 hM4/Gqi5, Fluo-8 calcium fluorescence; vehicle 0%, full acetylcholine response 100%; activation, % at 3 µM; 360,000 tested, 0.14% active;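 active = activation above the run mean over all test wells plus 3 SD, cut at about 32% in these data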;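 note: peak over basal fluorescence ratio per well then scaled between controls; 0% = DMSO wells and 100% = acetylcholine at EC100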
* marks the source's active call; other numbers are inactive results; x = not tested or not shown.

SMILES	CHO parental Ca	CHRM1 antagonist	M1 PAM	CHO-K1 Ca ag	M1 ag	CHO-K1 Ca antag	OXTR potentiator	CHRM4 antagonist	CHRM4 agonist
CCN(CC)c1ccc(NC(=O)CSc2nc(C3CC3)nc3ccccc23)cc1C	-45.9	4.0	-9.9	-0.6	-10.6	-12.2	-3.9	-4.8	0.9
O=C(COc1ccc([N+](=O)[O-])cc1)Nc1cccc(C(=O)Nc2ccccc2C(=O)O)c1	-4.7	-8.4	13.9	-0.7	3.9	-7.8	0.1	-9.6	-1.6
CC(=O)Nc1ccc(NC(=O)CSc2ncnn2-c2ccccc2)cc1	6.9	-6.8	-2.0	0.5	-0.7	-12.2	-2.9	0.9	1.8
O=C(OCC#CCSc1nnc(-c2ccncc2)o1)c1cccs1	-5.7	1.1	5.0	17.4*	-7.7	-6.2	-6.7	7.4	1.2
CC[C@@]1(C(=O)OC)N[C@H](CN(C)C(=O)Nc2ccc(Cl)cc2)[C@@H]2C(=O)N(C)C(=O)[C@@H]21	-10.4	-13.6	4.4	0.5	-2.7	-15.0	-1.8	-5.3	0.6
COc1ccc(CCn2c(=S)[nH]c3cc(C(=O)N4CCOCC4)ccc3c2=O)cc1OC	-13.5	1.2	-1.3	3.2	-3.9	-13.8	1.8	3.1	5.5
CC(=O)Nc1ccc(CCNC(=O)c2ccc3ccccc3c2O)cc1	x	-7.8	0.2	2.4	0.2	-9.1	x	-9.0	11.1
O=C(CN1CCCC1)NN=C(c1ccccc1)c1ccccc1	-17.7	63.6*	-22.3	0.6	-5.8	-13.2	-9.9	-1.3	0.1
CCn1c(SCC(=O)Nc2nc3c(s2)CCCC3)nnc1-c1ccccc1	-26.2	-2.3	-2.1	2.5	-6.8	-3.8	0.3	13.7	2.5
CS(=O)(=O)N1CCC(C(=O)Nc2ccc(C(N)=O)cc2)CC1	1.5	18.6	-10.2	0.4	-2.5	-2.9	-1.1	5.1	-0.7
O=C(NCc1ccc(F)cc1)c1ccccc1OCc1ccccc1	-11.2	8.8	-8.2	7.4	-11.1	-15.1	-0.6	8.8	2.8
Cn1c(SCC(=O)N2CCOCC2)nnc1-c1ccncc1	12.8	-1.1	11.9	0.2	1.4	-3.9	0.8	-13.0	1.6
CCOC(=O)N1CCN(S(=O)(=O)Cc2ccccc2)CC1	1.5	-26.2	0.3	1.2	-1.1	-17.5	-6.1	3.6	0.6
CC(=O)Nc1ccc(SCC(=O)N2CCN(S(=O)(=O)c3ccccc3)CC2)cc1	-3.4	-6.7	9.8	0.6	-9.6	0.7	-7.1	10.5	2.0
CC1CCN(C(=O)c2[nH]cnc2C(=O)N[C@H](C)c2ccccc2)CC1	-17.9	6.0	-3.9	0.0	-5.7	-4.6	-3.1	6.4	2.5
O=C(COc1coc(CN2CCN(c3ccccc3F)CC2)cc1=O)N1CCc2ccccc21	-2.0	-6.9	8.0	0.5	-3.9	-3.6	1.0	-2.1	1.5
CCOc1ccc(/C=C2\SC(=S)N(NS(=O)(=O)c3ccc(C)cc3)C2=O)cc1OC	-10.2	15.2	-7.6	7.1	-0.9	-24.1	-3.7	10.9	10.8
c1ccc2c(c1)nc(N1CCCCC1)c1ccccc12	-18.7	-6.3	4.0	0.2	-1.1	-0.6	0.1	-4.5	-0.9
CCOC(=O)C1=CC[C@@H](c2cc(OC)c(OC)c(OC)c2)N(S(=O)(=O)c2ccc(C)cc2)[C@H]1C(=O)OCC	-20.2	-5.5	6.4	-0.1	-4.5	-7.0	4.2	-1.3	-0.7
CC1(C)CC(=O)/C(=C(/O)CCCN2C(=O)c3ccccc3C2=O)C(=NC(C)(C)C)C1	-15.9	3.2	2.9	0.0	1.4	-12.7	-13.3	-2.2	1.6
COc1ccccc1-c1nc(SCC(=O)NCc2ccco2)c2c(=O)n(C)c(=O)n(C)c2n1	-23.8	-3.0	-1.0	1.6	-3.7	-6.5	-6.2	-2.8	5.1
CCOC(=O)c1nn(C)c(C)c1Cl	-0.6	0.3	-1.3	0.4	-3.6	1.2	-4.0	10.3	-0.1
COc1ccc(C2C(=O)N(C3CCCCC3)CC(=O)N2CC2COc3ccccc3O2)cc1 (stereo not given)	-18.2	-10.3	4.8	0.5	-5.7	-17.7	-4.6	-11.4	-0.4
CC1(C)Cc2cccc(OC(=O)NCCc3ccc(F)cc3)c2O1	x	x	x	0.3	x	-4.2	x	3.2	-0.4
CCCCn1c(N)c(N(CC(C)C)C(=O)c2cc(Br)c(Br)s2)c(=O)[nH]c1=O	x	-6.5	4.3	-0.4	-1.5	4.9	x	-1.9	0.9
Cc1cc(C)n(C(C)n2nc(C)cc2C)n1	-12.2	-3.5	4.8	-0.2	-3.4	4.1	-1.2	-3.7	0.5
COc1ccc(-n2nnnc2SCC(=O)NC(=O)Nc2ccc3c(c2)OCCO3)cc1	-6.2	-4.3	4.8	1.0	-1.8	-3.0	-6.4	14.3	1.8
CN(C(=O)CSc1ccccc1C(=O)O)C1CCCCC1	-8.0	-6.5	4.0	1.1	-2.4	-35.9	-3.7	3.8	-0.2
CCc1nn(CC(=O)N2CCN(Cc3ccc4c(c3)OCO4)CC2)c(=O)c2cc3occc3n12	x	-8.8	4.0	1.7	-4.5	-3.5	x	0.2	3.3
CCOC(=O)CSc1nc(-c2ccccc2)cc(C(F)(F)F)n1	-19.2	18.0	-13.0	-0.6	-6.7	14.5	-6.8	0.2	-1.2
CC(=O)c1cccc(NC(=O)COC(=O)c2ccc(S(C)(=O)=O)c([N+](=O)[O-])c2)c1	3.0	-5.7	8.7	0.4	-1.3	-7.5	0.0	1.6	1.9
COc1ccc(NC(=O)CCN2CCN(S(=O)(=O)c3cc(Cl)ccc3OC)CC2)cc1	-49.2	-7.1	-9.7	3.7	5.9	-25.8	-12.5	9.4	5.2
Cc1cc(Br)c(NC(=O)CSc2n[nH]c(N)n2)c(Br)c1	-12.1	-3.2	0.7	-0.5	-1.6	-11.8	-1.4	6.4	-0.1
CCCCCC(=O)Nc1nc(C)c(-c2csc(Nc3cc(OC)ccc3OC)n2)s1	-24.5	4.0	-0.2	0.5	-7.2	-12.3	-7.2	10.9	4.2
COc1cc(C(=O)OC(C)CN2CCCC2)cc(OC)c1OC (stereo not given)	-2.5	-12.9	6.8	0.1	-3.0	-7.6	-12.8	-2.1	0.9
COc1ccc(NC(=O)CNC(=O)c2ccco2)cc1S(=O)(=O)Nc1cc(C)ccc1Br	-12.8	-1.9	5.6	-0.1	-3.0	3.6	4.4	1.0	3.4
CCC(CC)C(=O)N(C)c1c(C)nc2c(OCC(=O)N(C)C)cccn12	x	-6.3	4.5	-0.3	-5.5	1.9	x	2.4	0.4
O=C(O)CCNc1nc(-c2ccccc2)nc2ccccc12	2.6	-26.2	4.4	0.4	-2.7	-3.0	-4.5	6.5	-0.1
CCOc1ccc(N2C(=O)CC(Sc3ncccn3)C2=O)cc1 (stereo not given)	-14.6	-11.9	4.9	0.1	-4.1	-1.5	-14.8	3.8	0.4
CC(=O)Nc1ccc(Nc2ncnc3c2nnn3Cc2ccccc2Cl)cc1	x	-1.5	17.4	1.4	3.6	2.9	x	4.3	6.1
COc1cc(OC)cc(C2C(C#N)=C(N)Oc3n[nH]c(-c4cccnc4)c32)c1 (stereo not given)	-8.5	-9.2	9.9	0.2	0.6	-24.4	-2.1	-3.6	-0.9
C=CCc1cccc(/C=N/NC(=O)c2ccccc2Br)c1O	-28.4	-2.6	10.2	1.4	-8.3	-16.4	-11.2	7.5	0.0
Cc1cc(=O)n2nc(N3CCC(C(=O)N4CCN(c5ccccc5)CC4)CC3)sc2n1	-29.9	-3.0	-1.7	-0.2	-6.4	-4.4	5.8	-2.2	2.0
O/N=C/c1ccc(OCc2ccccc2F)c(Cl)c1	27.4	-9.1	6.5	0.6	-9.8	-10.7	-4.8	7.5	0.3
C[C@H](CO)N1C[C@H](C)[C@@H](CN(C)Cc2cccc(C(=O)O)c2)Oc2cc(Br)ccc2S1(=O)=O	x	-4.4	-0.3	0.4	-3.4	-7.2	x	3.6	1.3

Overlap with the part before: four compounds, then new ones.
SMILES	CHO parental Ca	CHRM1 antagonist	M1 PAM	CHO-K1 Ca ag	M1 ag	CHO-K1 Ca antag	OXTR potentiator	CHRM4 antagonist	CHRM4 agonist
C=CCc1cccc(/C=N/NC(=O)c2ccccc2Br)c1O	-28.4	-2.6	10.2	1.4	-8.3	-16.4	-11.2	7.5	0.0
Cc1cc(=O)n2nc(N3CCC(C(=O)N4CCN(c5ccccc5)CC4)CC3)sc2n1	-29.9	-3.0	-1.7	-0.2	-6.4	-4.4	5.8	-2.2	2.0
O/N=C/c1ccc(OCc2ccccc2F)c(Cl)c1	27.4	-9.1	6.5	0.6	-9.8	-10.7	-4.8	7.5	0.3
C[C@H](CO)N1C[C@H](C)[C@@H](CN(C)Cc2cccc(C(=O)O)c2)Oc2cc(Br)ccc2S1(=O)=O	x	-4.4	-0.3	0.4	-3.4	-7.2	x	3.6	1.3
Cc1cccc(/C=N\NC(=O)c2ccc(Cl)cc2)c1O	15.2	0.1	0.9	7.4	-5.3	6.7	-17.6	-7.9	8.2
COc1ccccc1N1CCN(C(=O)Nc2cccc(C)c2)CC1	-3.5	-20.4	5.0	3.0	-3.1	-8.0	-12.3	-0.5	1.7
CCc1ccc(S(=O)(=O)Nc2cc3c(cc2C)n(C)c(=O)n3C)cc1	10.2	11.5	-6.4	14.1	1.4	-0.7	-5.3	1.4	14.1
COc1ccc(N2CCN(S(=O)(=O)CCNC(=O)C3CCCCC3)CC2)cc1	-19.7	-9.1	4.7	4.2	1.4	-9.6	-7.9	6.5	5.3
CCn1cc(C(=O)OC)c(=O)c2cc(S(=O)(=O)N(C)C3CCCCC3)ccc21	-9.3	5.5	4.2	1.7	-5.3	-12.4	-9.0	-0.7	2.2
CCCCn1c(N)c(N(CCOC)C(=O)C2CC(=O)N(c3cccc(SC)c3)C2)c(=O)[nH]c1=O (stereo not given)	3.9	1.4	4.0	1.1	-2.6	2.4	-1.7	-8.3	1.4
CC(C)c1cc2c(c(O)c1O)[C@@]13CCCC(C)(C)C1CC2OC3=O (stereo not given in full)	-15.8	2.7	-3.0	2.8	1.5	-4.8	-2.5	-11.6	5.7
COc1ccccc1CN(C(=O)CNC(=O)c1ccco1)C(C(=O)NCC1CCCO1)c1ccc(OC)c(OC)c1 (stereo not given)	-0.5	-18.7	10.3	0.3	-3.0	-13.8	1.1	-8.0	0.9
COc1cccc(/C=C/C(=O)OCC(=O)Nc2cccc(S(=O)(=O)N3CCOCC3)c2)c1OC	-16.3	3.8	-1.6	0.9	-1.2	-6.7	-3.5	-0.2	2.6
Cn1c(SCC(=O)NCC2CCCO2)nc2scc(-c3ccccc3)c2c1=O (stereo not given)	-18.7	-8.1	-1.7	1.1	-2.2	-9.9	-5.4	-7.9	3.2
CC(Oc1ccc(Cl)cc1Cl)/C(N)=N/O (stereo not given)	-6.5	-1.3	1.2	0.2	-5.2	1.3	-2.4	-7.4	1.3
CC(C)C(=O)N1CCC(CN=CC2=C(O)CC(C)(C)CC2=O)CC1	-15.1	6.3	2.6	0.6	-3.0	4.7	-3.9	2.5	0.1
